bovine MsrA act: activators of bovine methionine sulfoxide reductase A | purified bovine MsrA, absorbance read-out | activation, % at 10.6 µM | actives 0.3% (n = 360,000) | AID 602163; in the data active = activation above about 7.5%;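 also: 0% = vehicle and 100% = reference activator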
Rin1-Abl PPI inh: inhibitors of human Rin1-Abl protein interaction | P00519+Q13671 | TR-FRET Rin1/Abl binding, biochemical | inhibition, % at 7.35 µM | actives 0.4% (n = 360,000); in the data active = inhibition above about 5%, passing the limit was not always enough
Target sequence (P00519 whole entry, looked up): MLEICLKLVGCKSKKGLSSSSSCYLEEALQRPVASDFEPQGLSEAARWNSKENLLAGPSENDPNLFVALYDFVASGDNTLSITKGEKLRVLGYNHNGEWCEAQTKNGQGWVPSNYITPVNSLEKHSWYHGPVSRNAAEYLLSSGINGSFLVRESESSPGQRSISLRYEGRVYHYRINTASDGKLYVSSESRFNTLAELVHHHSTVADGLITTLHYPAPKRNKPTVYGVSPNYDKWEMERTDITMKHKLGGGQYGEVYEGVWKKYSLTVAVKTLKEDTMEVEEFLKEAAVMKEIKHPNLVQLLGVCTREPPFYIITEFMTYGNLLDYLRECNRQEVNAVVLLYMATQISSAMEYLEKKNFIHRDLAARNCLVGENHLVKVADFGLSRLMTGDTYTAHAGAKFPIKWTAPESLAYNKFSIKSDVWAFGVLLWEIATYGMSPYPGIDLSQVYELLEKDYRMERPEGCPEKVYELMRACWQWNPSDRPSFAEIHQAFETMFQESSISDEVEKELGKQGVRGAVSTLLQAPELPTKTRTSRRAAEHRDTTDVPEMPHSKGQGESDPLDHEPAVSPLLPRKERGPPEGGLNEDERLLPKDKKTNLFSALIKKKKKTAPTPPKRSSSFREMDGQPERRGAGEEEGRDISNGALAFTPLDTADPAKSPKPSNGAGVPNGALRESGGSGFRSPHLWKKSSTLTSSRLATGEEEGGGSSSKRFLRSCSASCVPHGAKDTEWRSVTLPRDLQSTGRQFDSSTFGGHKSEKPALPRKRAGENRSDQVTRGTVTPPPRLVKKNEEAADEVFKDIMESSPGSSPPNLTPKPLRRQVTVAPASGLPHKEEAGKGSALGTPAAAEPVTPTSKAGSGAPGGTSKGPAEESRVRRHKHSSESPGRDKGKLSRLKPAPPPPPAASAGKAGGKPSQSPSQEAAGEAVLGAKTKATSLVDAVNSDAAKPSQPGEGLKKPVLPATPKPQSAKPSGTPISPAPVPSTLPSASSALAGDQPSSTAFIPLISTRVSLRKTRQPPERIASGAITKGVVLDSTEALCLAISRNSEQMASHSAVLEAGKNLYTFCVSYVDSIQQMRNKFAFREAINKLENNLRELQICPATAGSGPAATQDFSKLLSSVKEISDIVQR
Target sequence (Q13671 whole entry, looked up): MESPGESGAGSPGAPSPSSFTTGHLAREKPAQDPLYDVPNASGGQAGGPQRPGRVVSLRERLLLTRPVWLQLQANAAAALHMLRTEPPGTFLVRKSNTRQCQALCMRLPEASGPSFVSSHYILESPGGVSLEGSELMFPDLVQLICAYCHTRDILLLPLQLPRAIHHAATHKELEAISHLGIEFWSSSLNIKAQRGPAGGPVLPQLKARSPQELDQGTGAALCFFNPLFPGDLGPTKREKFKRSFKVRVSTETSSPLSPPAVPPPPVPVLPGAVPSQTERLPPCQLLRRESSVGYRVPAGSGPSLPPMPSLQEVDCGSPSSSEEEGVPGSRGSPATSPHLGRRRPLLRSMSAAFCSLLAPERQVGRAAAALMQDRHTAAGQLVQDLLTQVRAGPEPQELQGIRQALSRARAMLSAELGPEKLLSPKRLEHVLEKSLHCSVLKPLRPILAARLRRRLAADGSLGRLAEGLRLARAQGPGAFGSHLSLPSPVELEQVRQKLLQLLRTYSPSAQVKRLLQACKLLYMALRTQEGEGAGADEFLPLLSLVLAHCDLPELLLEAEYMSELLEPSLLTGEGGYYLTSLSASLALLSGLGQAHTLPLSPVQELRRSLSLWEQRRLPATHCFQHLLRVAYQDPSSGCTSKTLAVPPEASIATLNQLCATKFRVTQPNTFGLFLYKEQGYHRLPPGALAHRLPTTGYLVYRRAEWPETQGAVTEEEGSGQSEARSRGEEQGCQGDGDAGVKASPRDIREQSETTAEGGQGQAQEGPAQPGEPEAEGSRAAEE
Neddylation inh: blocks human cullin neddylation. AID 651699. P61081+Q13564. TR-FRET cullin neddylation, biochemical. calls only at 25 µM. actives 0.58% (n = 360,000); in the data active = inhibition above about 36%
MT1-MMP act inh: MT1-MMP (human) activation inhibition. P50281. HT1080 RFP-PRO-GFP cells, GFP/RFP ratio fluorescence, overnight; percent of plate control window, DMSO zero. GFP/RFP ratio change, % at 20 µM. actives 0.061% (n = 360,000). AID 651647;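 active = GFP/RFP ratio change of at least 30% with cell ATP level not reduced by more than half and red fluorescence within 50% of control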; also: strong numbers were not always called active
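Assay system – RFP-PRO-GFP reporter HT1080 cells · Compound dosing – single dose of 20 µM compound, 1% DMSO final · Incubation – overnight compound exposure at 37 °C · Measure – GFP/RFP fluorescence ratio · Benchmarks – DMSO wells and RFP-L50D-GFP cells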
FAS TE block: FAS thioesterase (human) inhibition | inhibition, % at 15 µM | actives 0.67% (n = 360,000) | P49327 | recombinant FAS-TE, OMFH fluorogenic substrate, fluorescence endpoint;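 active = compounds whose normalised, plate-corrected inhibition of enzyme fluorescence in the single-dose primary screen is 50% or more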;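 also: 0% = DMSO with enzyme and 100% = substrate without enzyme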
SKN-1 block: inhibitors of C. elegans SKN-1; C. elegans VP596 Pgst-4::GFP/RFP ratio, acrylamide-induced, 24 h; inhibition, % at 21.8 µM; actives 0.49% (n = 360,000); AID 624304;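 active = interference check ratio from 0.5 to 1.5 plus GFP to RFP signal ratio inhibition reaching or exceeding a fixed threshold, cut at about 30% in these data, passing the limit was not always enough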; also: some compounds called inactive have numbers as strong as hits
PABP1 MLLE inh: inhibitors of microRNA-mediated deadenylation, human PABP1 MLLE binding | P11940 | GST-MLLE / FITC-PAM2 fluorescence polarization | inhibition, % at 20 µM | actives 0.36% (n = 360,000); in the data active = inhibition above about 35%, passing the limit was not always enough;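 also: plate controls were DMSO wells with GST-MLLE for no effect and wells lacking GST-MLLE protein for full effect; some results filed as inactive read as strong as hits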
NRP1-CendR mod: alters CendR peptide binding to human NRP-1; FAM-RPARPAR peptide binding to NRP-1, fluorescence polarization; inhibition, % at 25 µM; actives 0.85% (n = 360,000); AID 602438;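 active = inhibition or corrected inhibition above about 18%, plus a signal ratio from 0.5 to 1.5, limit read from the data, passing the limit was not always enough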; also: strong numbers were not always called active
E coli Lon inh: inhibitors of E. coli Lon protease. P0A9M0. purified E. coli Lon protease, fluorescence polarization. inhibition, % at 7.94 µM. actives 0.42% (n = 360,000); in the data active = inhibition above about 13%, passing the limit was not always enough;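 also: 0% = enzyme with probe and DMSO and 100% = no enzyme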
An asterisk follows results filed as active; i = inactive; / = no result given. No enrichment for hits. About 4% of those tested had a hit in this group.

SMILES	bovine MsrA act	Rin1-Abl PPI inh	Neddylation inh	MT1-MMP act inh	FAS TE block	SKN-1 block	PABP1 MLLE inh	NRP1-CendR mod	E coli Lon inh
O=C(NCc1ccc2c(c1)OCO2)c1c(-c2ccsc2)sc2ccccc12	-3	-4	i	4	23	15	-12	4	5
CCOC(=O)C1(C)CCCN(C(=O)c2cccs2)C1 (centres undefined)	-2	-1	i	0	0	9	3	-8	-6
Cc1onc(-c2ccccc2)c1C(=O)N1CCN(S(=O)(=O)c2ccc3c(c2)OCCO3)CC1	1	0	i	0	2	-1	-39	4	2
CCOC(=O)N1CCC(N(CCN(C)C)C(=S)Nc2cccc(OC)c2)CC1	-3	-1	i	-1	-6	13	-2	5	4
COCCCn1c(=O)/c(=C/c2ccccc2OC(F)F)s/c1=C(\C#N)C(=O)NCCOC	-6	4	i	-14	0	17	-58	-66	-5
COc1ccc(O)c(C(=O)c2cc(C#N)c(=O)n(-c3c(C)n(C)n(-c4ccccc4)c3=O)c2)c1	-4	-4	i	-54	-16	-2	-20	-68	-75
COc1ccc(C(=O)N2N=C(c3ccccc3)CC2(O)C(F)(F)F)cc1 (centres undefined)	-9	1	i	1	12	1	6	4	4
Cc1cccc(C)c1NC(=O)C[N+](C)(C)CC(O)COc1cccc2ccccc12 (centres undefined)	-4	-7	i	-1	8	-15	11	3	0
CCC(C)NS(=O)(=O)c1ccc(OCC(=O)Nc2ccc3c(c2)OCO3)cc1 (centres undefined)	-1	1	i	0	-2	-9	3	8	-8
CN(C(=O)CCc1nnc(Cc2ccc(-c3ccccc3)cc2)o1)C1CCOCC1	-4	1	i	2	-4	1	7	-1	-5
CC(=O)NS(=O)(=O)c1ccc(NC(=S)NC(=O)C(C)(C)C)cc1	-3	0	i	6	-4	6	24	4	0
CCOC(=O)CSc1nnc(CNC(=O)c2cccs2)n1-c1cccc(C)c1	2	1	i	4	-4	9	8	-5	10
CC(C)(C)C1COc2ccccc2N1C(=O)c1cccc(Cl)c1 (centres undefined)	2	-4	i	-3	9	18	-4	3	8
Cn1c(SCc2cccc(F)c2)nnc1-c1ccncc1	-2	-4	i	4	-7	-6	-17	-24	-5
CNC(=O)CN(c1cc([N+](=O)[O-])ccc1OC)S(C)(=O)=O	-10	-1	i	2	-8	-4	4	13	-2
CCC(CO)Nc1ccn2nc(-c3cccc(Cl)c3)cc2n1 (centres undefined)	-1	0	/	2	-1	5	-6	-1	9
Cc1ccc(S(=O)(=O)N2CCN(CC(=O)N/N=C/c3ccc(C)o3)CC2)cc1	-2	-5	i	4	-5	3	8	-1	15
COc1ccc2cc(CN(CC3COCCO3)S(=O)(=O)c3ccc(Cl)cc3)c(=O)[nH]c2c1 (centres undefined)	-2	2	i	0	2	6	9	-19	7
CC1(C)S[C@@H]2[C@H](NC(=O)[C@H](N)c3ccccc3)C(=O)N2[C@H]1C(=O)OC1OC(=O)c2ccccc21 (some centres undefined)	-4	-1	i	3	33	-11	35	2	1
COC(=O)C1=C(C)NC(C)=C(C(=O)OC)C1c1ccc(-c2cccc([N+](=O)[O-])c2)o1	-9	-2	i	5	25	-1	-1	1	-2
O=C(Nc1ccc([N+](=O)[O-])cc1Cl)c1cc(Cl)ccc1O	-2	-1	i	-5	31	17	-1	4	1
O=C(NCc1ccccn1)C1CCN(S(=O)(=O)c2ccccc2F)CC1	-4	3	i	-4	-1	1	3	4	-12
CC1CCN(c2c(NCc3ccc(C(=O)NCCc4ccc(Cl)cc4)cc3)c(=O)c2=O)CC1	-3	1	i	7	11	-4	11	4	-5
CCOc1ccc(S(=O)(=O)N2CCC(C(=O)OC(C)C(=O)NC3CCCCC3C)CC2)cc1 (centres undefined)	3	5	i	-3	10	17	1	-6	-14
Nn1c(SCC(=O)NCCc2ccc(F)cc2)nnc1C1CCCCC1	-2	0	i	3	-4	6	-64	5	2
CC1OC2CC(=O)OC2C2=C1C(=O)c1c(O)cccc1C2=O (centres undefined)	17*	3	i	-178	11	-3	34	38*	9
Cc1cc(C)c(S(=O)(=O)NCc2cn3c(C)csc3n2)c(C)c1	5	-1	i	-1	0	-5	6	0	1
COc1ccc(C2C(C(=O)NCc3ccccc3)=C(C)Nc3ncnn32)cc1OC (centres undefined)	1	-3	i	2	-5	7	5	8	-4
Cc1ccc(C2=NNC(=O)C(c3ccc(Cl)cc3)C2)cc1 (centres undefined)	-2	0	i	-3	6	-7	5	-7	-2
Cc1oc2c(CN3CCCC3)c(O)ccc2c(=O)c1-c1ccc(Cl)cc1	-1	1	/	1	-5	11	8	4	10
CCOc1ccc(NS(=O)(=O)c2ccc(Cl)c(C(=O)N(C)Cc3cccnc3)c2)cc1	-4	-2	i	6	4	10	7	1	7
Cn1c(N)c(C(=O)CSc2nc(C3CC3)n(-c3ccccc3)n2)c(=O)[nH]c1=O	-3	3	i	-2	-6	16	4	8	1
Cc1cc(C)c(OCC(=O)Nc2ccc3c(c2)OCO3)cc1C	-4	-2	i	7	-3	-13	-1	6	6
CCOc1ccccc1C(=O)N/N=C/c1ccoc1	-4	0	i	-3	-4	7	-2	6	-5
CNC(=O)c1nnn(-c2ccccc2)c1C(=O)NC	-4	-1	i	-3	-5	0	-1	-4	-8
CCOC(=O)C(C)Sc1nc2ccccc2c(=O)n1CC (centres undefined)	-1	-1	i	0	0	-5	-6	42*	-6
COc1cccc(N/C=C(\C#N)c2ccc(OCCCF)cc2)c1	-2	1	i	6	11	-7	-10	-8	-10
O=C(NN1C(=O)C2C3C=CC(C3)C2C1=O)c1cccc(Cl)c1 (centres undefined)	2	0	i	1	-10	5	5	-1	-10
COc1ccc(-c2coc3cc(OC(C)=O)c(OC)cc3c2=O)cc1	-5	2	/	8	-3	13	-5	25*	13
Cc1ccccc1NC(=O)Cc1nc(COC(=O)CCC(=O)c2ccccc2)cs1	-3	1	i	-6	3	-8	9	15	-2
CC1(C)CC(=O)C=C(c2ccc(COC(=O)c3ccccc3)cc2)C1=O	0	1	i	-3	64*	9	-4	-2	-4
CC(C)NC(=O)NC(=O)CN1c2cccc3cccc(c23)S1(=O)=O	-1	-1	i	0	-1	16	-18	0	-14
Cn1c(/C(C#N)=C/c2ccc(O)cc2)nc2ccccc21	-5	-2	i	-5	0	8	1	-4	1
CCOC(=O)N1CCN(C(=O)C[C@@H]2C[C@@]3(C(=O)OCC)CCCC=C3N(Cc3ccco3)C2=O)CC1	-10	/	i	2	-10	0	/	6	1
Cc1c(Cl)c(-c2n[nH]c(=S)n2CC(C)C)nn1C	3	-4	i	5	-8	7	0	7	-9
O=C(CSc1nnc(Cc2ccccc2)n1-c1ccccc1)NNC(=O)Cc1ccccc1	-1	0	i	8	-8	16	-11	-1	-10
Cc1ccccc1Cn1cc(NC(=O)c2cc(-c3cccs3)on2)cn1	-2	2	i	4	-4	3	15	-8	-3
COc1cc(C2NC(=O)NC(C)=C2C(=O)OC(C)(C)C)ccc1OCC(N)=O (centres undefined)	-2	-3	i	1	-2	5	8	-10	-6

Part of the list above in a different format:
| molecule | bovine MsrA act | Rin1-Abl PPI inh | Neddylation inh | MT1-MMP act inh | FAS TE block | SKN-1 block | PABP1 MLLE inh | NRP1-CendR mod | E coli Lon inh |
| --- | --- | --- | --- | --- | --- | --- | --- | --- | --- |
| CCOC(=O)C(C)Sc1nc2ccccc2c(=O)n1CC (centres undefined) | -1 | -1 | i | 0 | 0 | -5 | -6 | 42* | -6 |
| COc1cccc(N/C=C(\C#N)c2ccc(OCCCF)cc2)c1 | -2 | 1 | i | 6 | 11 | -7 | -10 | -8 | -10 |
| O=C(NN1C(=O)C2C3C=CC(C3)C2C1=O)c1cccc(Cl)c1 (centres undefined) | 2 | 0 | i | 1 | -10 | 5 | 5 | -1 | -10 |
| COc1ccc(-c2coc3cc(OC(C)=O)c(OC)cc3c2=O)cc1 | -5 | 2 | / | 8 | -3 | 13 | -5 | 25* | 13 |
| Cc1ccccc1NC(=O)Cc1nc(COC(=O)CCC(=O)c2ccccc2)cs1 | -3 | 1 | i | -6 | 3 | -8 | 9 | 15 | -2 |
| CC1(C)CC(=O)C=C(c2ccc(COC(=O)c3ccccc3)cc2)C1=O | 0 | 1 | i | -3 | 64* | 9 | -4 | -2 | -4 |
| CC(C)NC(=O)NC(=O)CN1c2cccc3cccc(c23)S1(=O)=O | -1 | -1 | i | 0 | -1 | 16 | -18 | 0 | -14 |
| Cn1c(/C(C#N)=C/c2ccc(O)cc2)nc2ccccc21 | -5 | -2 | i | -5 | 0 | 8 | 1 | -4 | 1 |
| CCOC(=O)N1CCN(C(=O)C[C@@H]2C[C@@]3(C(=O)OCC)CCCC=C3N(Cc3ccco3)C2=O)CC1 | -10 | / | i | 2 | -10 | 0 | / | 6 | 1 |
| Cc1c(Cl)c(-c2n[nH]c(=S)n2CC(C)C)nn1C | 3 | -4 | i | 5 | -8 | 7 | 0 | 7 | -9 |
| O=C(CSc1nnc(Cc2ccccc2)n1-c1ccccc1)NNC(=O)Cc1ccccc1 | -1 | 0 | i | 8 | -8 | 16 | -11 | -1 | -10 |
| Cc1ccccc1Cn1cc(NC(=O)c2cc(-c3cccs3)on2)cn1 | -2 | 2 | i | 4 | -4 | 3 | 15 | -8 | -3 |
| COc1cc(C2NC(=O)NC(C)=C2C(=O)OC(C)(C)C)ccc1OCC(N)=O (centres undefined) | -2 | -3 | i | 1 | -2 | 5 | 8 | -10 | -6 |

(next part)
SMILES	bovine MsrA act	Rin1-Abl PPI inh	Neddylation inh	MT1-MMP act inh	FAS TE block	SKN-1 block	PABP1 MLLE inh	NRP1-CendR mod	E coli Lon inh
COc1ccc(CNC(=O)CN(C(=O)CCC(=O)Nc2ccccn2)c2ccc(C)cc2)cc1	-2	1	i	-3	2	-4	1	3	-16
Cc1ccc(C)c(NC(=O)COC(=O)c2cc(=O)c3ccccc3o2)c1	-3	1	i	-6	-6	5	-4	1	0
CC(=O)N1c2c(cc(Br)cc2S(=O)(=O)N2CCOCC2)CC1C (centres undefined)	1	5	i	-5	4	4	-4	7	0
[O-][N+]12CC[N+]([O-])(CC1)c1ccccc12	-2	-2	i	1	-3	12	-6	-6	5
Nc1cccc2c1C(=O)N(C(=O)c1ccc(Cl)c(S(=O)(=O)N3CCCCCC3)c1)C2=O	-2	-1	/	-8	24	7	2	-8	8
C#CCOc1ccccc1CNC1CCN(Cc2ccccc2)CC1	-3	1	i	2	-3	-3	-13	-13	4
Cc1c(/C=N/NC(N)=O)c2ccccn2c1C(=O)c1ccc(F)cc1	-2	-3	i	5	5	1	-21	-6	-5
COc1ccc(-c2nc(SC(C)C(=O)c3c(N)n(C)c(=O)n(C)c3=O)n[nH]2)cc1 (centres undefined)	-1	1	i	1	-1	1	-2	0	-7
COc1cc(C(=O)COC(=O)c2cccs2)cc(OC)c1OC	-3	2	i	2	5	-7	-1	2	14
c1ccc2c(-c3[nH]ncc3CNCCCn3ncc4ccccc43)cccc2c1	-5	-2	i	-4	-13	6	2	-10	-8
CCOC(=O)c1nn(-c2ccc(Cl)cc2C)ccc1=O	-8	0	i	1	-6	0	5	4	-6
CC(=O)NS(=O)(=O)c1ccc(NC(=O)c2cc(-c3cccs3)nc3ccccc23)cc1	-15	-4	/	0	-8	-1	0	12	8
O=C(Nc1cccc(S(=O)(=O)N2CCOCC2)c1)c1cc2ccccc2o1	-5	1	i	6	5	-7	-6	-11	4
Cc1cccc(C)c1OCC(=O)Nc1cccc(C(=O)O)c1	-4	-1	i	0	-5	-8	-15	12	-12
